# D1 agonist = Allosteric Agonists of the Human D1 Dopamine Receptor: qHTS | D(1A) dopamine receptor (Homo sapiens), P21728 | HEK293 T-REx D1 cells, calcium flux, agonist mode | activation, % at 2 µM | 360,000 compounds, 1% hits | AID 504660, 2011; in the data active means activation above about 30%; further: 0% is about no effect
#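 Agonism was scored from calcium flux recorded over 180 s (1 read/s) after pintool compound addition, following a 10-cycle baseline. Cells were inducible force-coupled HEK293 TREx D1, plated overnight at 30 C and loaded with no-wash calcium dye.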
# D1 antag = Antagonist of Human D 1 Dopamine Receptor: qHTS | D(1A) dopamine receptor (Homo sapiens), P21728 | HEK293 TREx D1 cells, calcium flux, dopamine EC80; active compounds read low | activity change, negative = inhibition, % at 10 µM | 360,000 compounds, 3.2% hits | AID 504652, 2011; in the data active means activity change below about -30%; further: on the % scale 0 is the no-effect control and ±100 the full control effect
#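 Tetracycline-induced HEK293 T-REx cells with force-coupled D1 receptor were loaded with a no-wash calcium dye. Compound was added after a 10 s baseline and read kinetically for 180 s; EC80 dopamine was then added and calcium flux followed another 180 s.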
# RXFP1 ag = qHTS Assay for Agonists of the Relaxin Receptor RXFP1; AID 2676, 2010; HEK293T-RXFP1 cAMP TR-FRET, 30 min; response scale: percent of porcine relaxin response, buffer zero; 370,000 compounds, 0.3% hits; Potency, µM (series often up to 57.5 µM), for inactives: at the highest dose activation, usual class: activators; Relaxin receptor 1 (Homo sapiens), Q9HBX9; further: potency means the concentration at half of the fitted maximal effect; on the % scale 0 is the no-effect control and ±100 the full control effect; nearly all actives have a fitted effect of over 60% in size; many of its hits are not listed in these tables
# Target sequence (Q9HBX9 whole entry, looked up): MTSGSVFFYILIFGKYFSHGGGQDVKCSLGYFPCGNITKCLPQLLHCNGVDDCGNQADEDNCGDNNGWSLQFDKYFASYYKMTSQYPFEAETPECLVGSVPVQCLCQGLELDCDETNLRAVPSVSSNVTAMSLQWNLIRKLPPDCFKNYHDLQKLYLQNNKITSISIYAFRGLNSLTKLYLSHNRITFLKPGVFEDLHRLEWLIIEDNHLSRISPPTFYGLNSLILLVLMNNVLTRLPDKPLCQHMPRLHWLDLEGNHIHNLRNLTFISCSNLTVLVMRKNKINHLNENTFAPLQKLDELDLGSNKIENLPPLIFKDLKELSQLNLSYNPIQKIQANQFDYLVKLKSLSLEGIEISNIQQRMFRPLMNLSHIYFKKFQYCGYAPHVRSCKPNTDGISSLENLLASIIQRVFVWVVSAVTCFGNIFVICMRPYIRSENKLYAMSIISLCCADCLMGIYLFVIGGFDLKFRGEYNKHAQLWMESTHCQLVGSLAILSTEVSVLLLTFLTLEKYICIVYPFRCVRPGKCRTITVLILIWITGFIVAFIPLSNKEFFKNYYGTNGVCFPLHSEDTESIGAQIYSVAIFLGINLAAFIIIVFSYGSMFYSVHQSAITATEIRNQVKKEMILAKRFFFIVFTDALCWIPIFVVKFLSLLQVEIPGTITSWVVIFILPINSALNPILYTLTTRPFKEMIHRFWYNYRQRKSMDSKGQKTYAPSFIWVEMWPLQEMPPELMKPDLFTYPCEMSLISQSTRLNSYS
#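 cAMP rise read by TR-FRET after 30 min, 37C compound exposure (up to 58 uM) in RXFP1-transfected HEK293 cells with Ro 20174 present. EC50 from Hill-equation fits, with 29 nM porcine relaxin as 100% and buffer as basal.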
# Vif-APOBEC3G blk = qHTS for Inhibitors of Vif-A3G Interactions: qHTS | DNA dC->dU-editing enzyme APOBEC-3G (Homo sapiens), Q9HC16 | HeLa A3G-eYFP + Vif (tagged APOBEC3G with the HIV-1 protein that degrades it), YFP fluorescence, overnight | Potency, µM (doses to about 46.1 µM), for the others: at the highest dose activity, negative = active, hits mostly inhibitors | 410,000 compounds, 0.076% hits | AID 602310, 2012;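 further: potency means the concentration at half of the fitted maximal effect; on the % scale 0 is the no-effect control and ±100 the full control effect; nearly all actives have a fitted effect of over 60% in size; hits raise eYFP signal because A3G escapes Vif-driven loss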
# Target sequence (Q9HC16 whole entry, looked up): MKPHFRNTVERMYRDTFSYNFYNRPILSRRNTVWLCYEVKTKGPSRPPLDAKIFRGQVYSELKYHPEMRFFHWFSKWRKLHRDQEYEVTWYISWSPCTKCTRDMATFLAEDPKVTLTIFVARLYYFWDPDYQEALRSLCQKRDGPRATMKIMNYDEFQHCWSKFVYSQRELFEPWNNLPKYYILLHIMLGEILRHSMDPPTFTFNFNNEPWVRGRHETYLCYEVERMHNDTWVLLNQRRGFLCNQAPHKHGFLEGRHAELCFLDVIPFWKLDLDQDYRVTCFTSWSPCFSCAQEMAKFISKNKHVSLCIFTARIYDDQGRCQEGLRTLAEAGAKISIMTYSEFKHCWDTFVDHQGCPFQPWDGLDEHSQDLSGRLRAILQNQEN
#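 Read-out is eYFP fluorescence (Ex 488/Em 500-530) from Vif-expressing HeLa A3G-eYFP cells; more signal means A3G escaped Vif-mediated degradation. Cells plated overnight, compound pinned in, incubated overnight at 37 deg C.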
# D1 PAM = Potentiators of Human D1 Dopamine Receptor: qHTS | HEK293 TREx D1 cells, calcium flux, dopamine EC20 potentiation | potentiation, % at 10 µM | 360,000 compounds, 0.036% hits; in the data active means potentiation above about 30%; further: 0% is about no effect
# D2 potentiator = HTS Assay for Positive Allosteric Modulators of the Human D2 Dopamine Receptor: Primary Screen for Potentiators; D(2) dopamine receptor (Homo sapiens), P14416; HEK293 T-REx D2, calcium flux, EC20 dopamine potentiation; potentiation, % at 10 µM; 340,000 compounds, 0.34% hits; AID 485347, 2010;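 active means potentiation over 3 SD above the plate norm, cut at about 30% in these data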; further: 0% is about no effect
#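 Potentiation of an EC20 dopamine calcium response measured kinetically over 180 s, after a preceding 180 s compound-only read flagging agonists. Cells: inducible Hek293 Trex D2 line, 4000/well, cultured overnight at 30 C before dye loading.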
# Vif-A3F inh = qHTS for Inhibitors of Vif-A3F Interactions: qHTS; HeLa A3F-eYFP + Vif (tagged APOBEC3F with the HIV-1 protein that degrades it), YFP fluorescence increase; Potency, µM (series often up to 46.1 µM), for inactives: at the top dose activity, negative = active; 390,000 compounds, 0.2% hits; AID 602313, 2012; further: potency means the concentration at half of the fitted maximal effect; % of control where 0% means no effect; nearly all actives have a fitted effect of over 65% in size
#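 Fluorescence increase (Ex 488/Em 500-530) after overnight compound treatment at 37 deg C flags inhibition of Vif-driven A3F-eYFP loss in stable HeLa A3F-eYFP/Vif cells seeded overnight beforehand.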
# GRP78 ERSR act = qHTS for Inducers of the Endoplasmic Reticulum Stress Response (ERSR) in Human Glioma: qHTS; 420,000 compounds, 0.02% hits; Potency, µM, for the others: at the top dose activation, usual class: activators; U87-MG GRP78 promoter luciferase reporter, 16 h; further: potency means the concentration at half of the fitted maximal effect; series mostly up to about 76 µM; % of control where 0% means no effect; nearly all actives have a fitted effect of over 35% in size
#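 ERSR induction read as luciferase luminescence (Bright-Glo, 10 min at room temperature) in stably transfected human U87-MG glioma cells exposed to compounds for 16 h, using GRP78 as sensor.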
# RXFP1 antagonist = qHTS Assay for Antagonists of the Relaxin Receptor RXFP1; Relaxin receptor 1 (Homo sapiens), Q9HBX9; HEK293-RXFP1, relaxin-stimulated cAMP HTRF, 30 min; active compounds read low; activity change, negative = inhibition, % at 57.5 µM; 350,000 compounds, 0.59% hits; AID 1259400, 2018;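 active means activity change of -60% or lower, but not beyond a set lower limit; inconclusive means change between -60% and -40%, or beyond the set limit; inactive means change above -40%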; further: on the % scale 0 is the no-effect control and ±100 the full control effect
# Starred values were filed as active, the others as inactive; ? = inconclusive; · = not tested or not shown. Unless noted, the call rests on the fitted dose curve; in most records, active means well fitted curve in the direction sought with a large enough effect; inconclusive means small, poorly fitted or top-dose-only effect, or another doubt; inactive means no such curve, though single readings can be large; an effect the other way counts as inactive or inconclusive. Not all compounds are listed. The share of hits here may be higher or lower than overall.
SMILES,D1 agonist,D1 antag,RXFP1 ag,Vif-APOBEC3G blk,D1 PAM,D2 potentiator,Vif-A3F inh,GRP78 ERSR act,RXFP1 antagonist
O=C(Nc1ccc(NC(=O)C2CCCCC2)nc1)c1cccs1,4,3,-1.5%,-4%,0,-2,4%,?,-6
CC(C)(C)c1ccc(C2C(C#N)=C(N)Oc3n[nH]c(-c4cccnc4)c32)cc1 (configuration not stated),9,2,5.1%,1%,-11,13,7%,-6%,-19
Cc1ccc2[nH]cc(CCNC(=O)c3cccs3)c2c1,1,-13,0.0%,-6%,-10,12,?,4%,-13
CC1(C)CSC(=NCCc2ccccc2)N1C(=O)c1ccc(C#N)cc1,1,-4,3.6%,2%,-6,-7,-3%,-4%,-15
COc1ccccc1-c1cn(-c2ccccc2)c(=S)[nH]1,0,0,-2.6%,-22%,10,8,-13%,-1%,-24
Cc1cc(SCC(=O)NC(=O)NCc2ccco2)nc2ccccc12,2,-16,4.8%,-12%,-8,-3,-6%,-1%,-10
O=C1NC(Cc2ccc(O)cc2)c2nc3ccccc3c(=O)n2-c2ncccc21 (configuration not stated),·,·,·,4%,·,·,5%,-1%,9
CCOc1ccc(N(CC)S(=O)(=O)N2CCCC(C(=O)NCc3ccccc3Cl)C2)cc1 (configuration not stated),9,-1,0.9%,5%,-6,-5,-2%,-3%,-1
COc1ccc(CNC(=O)c2cc(-c3ccc(OC)cc3)on2)cc1,3,-1,5.3%,5%,-2,-1,2%,4%,-7
Cc1ccc(C)c(OCc2cc(C(=O)NC3CCN(Cc4ccccc4)CC3)no2)c1,15,-11,1.0%,4%,-8,·,-28%,-2%,-11
Fc1ccccc1N1CCN(c2nc3ccccc3c3nc(-c4ccccc4)nn23)CC1,1,-6,2.3%,-1%,-6,0,0%,-2%,·
CCc1ccc(NC(=O)CSc2nnc(CNC(=O)c3c(F)cccc3Cl)o2)cc1,-3,-8,0.6%,1%,-6,-8,-3%,-4%,1
CCc1nnc(NC(=O)C2CCN(c3cnccn3)CC2)s1,2,4,1.1%,-4%,-4,-9,-4%,-2%,1
CC(=O)N1CCN(CC(=O)Nc2ccc(C)c(S(=O)(=O)N(C)C)c2)CC1,3,16,-0.5%,0%,-9,-5,?,-3%,10
O=c1c2[nH]c3ccccc3c2ncn1Cc1ccncc1,0,-19,0.4%,-5%,-2,·,-3%,-6%,-3
CCC(C)(C)NC(=O)C(c1cccc(OC)c1OC)N(C(=O)CCC(=O)Nc1cc(C)on1)C(C)C (configuration not stated),2,4,0.2%,-1%,-2,-4,-12%,1%,2
Cc1ccc(C2=NN(C(=O)CCC(=O)O)C(c3ccc4c(c3)OCO4)C2)cc1 (configuration not stated),1,-8,1.3%,1%,-6,14,3%,-2%,-1
C=C(C)CSc1nnc([C@H](CCSC)NC(=O)OC(C)(C)C)o1,0,10,0.6%,-5%,-1,14,-1%,-3%,-3
COc1ccc(N(CC(=O)NCc2ccc(C)cc2)S(=O)(=O)c2c(C)nn(C)c2C)cc1,-1,5,-0.1%,-1%,-6,18,6%,-5%,0
NNC(=O)C1=NOC2COC3(CCN(c4ncccn4)CC3)OCC12 (configuration not stated),1,17,0.9%,0%,-1,-8,5%,2%,-2
Cc1ccnc(NC(=O)Cc2ccc(-c3ccccc3)cc2)c1,5,-11,1.0%,-10%,4,-8,2%,-8%,-10
Cc1ccc(CNC(=O)c2cnc3ccccc3n2)cc1,2,-9,1.6%,-3%,1,-5,10%,4%,-5
CCCCNC(=O)C1C2C=CC3(CN(Cc4ccc(C)cc4)C(=O)C13)O2 (configuration not stated),0,-5,2.8%,-1%,-9,8,1%,-3%,3
Cc1cc(C)cc(NC(=O)COc2coc(CN3CCN(c4ccccc4)CC3)cc2=O)c1,0,1,0.0%,-3%,-2,-7,3%,-4%,-2
CN1C(=O)C(CC(=O)Nc2ccccc2F)N(NC(=O)c2ccc(Br)cc2)C1=S (configuration not stated),7,4,3.7%,-5%,·,-1,0%,-4%,0
CN(C)c1ccc(Nc2ncnc3c2c(-c2ccccc2)cn3-c2cccc(Cl)c2)cc1,-4,-4,-0.2%,0%,0,14,-2%,-3%,-1
O=c1cnnc(SCc2ccc([N+](=O)[O-])cc2)[nH]1,9,-1,0.1%,5%,0,1,-2%,6%,-8
CCCCN(C)S(=O)(=O)c1ccc(NC2=NS(=O)(=O)c3ccccc32)cc1,-2,-13,0.1%,-1%,-6,-3,-19%,15%,·
COc1ccc(NC(=O)C2CC(c3ccc(Cl)cc3)=NO2)cc1 (configuration not stated),6,-19,6.7%,3%,-7,10,-15%,-4%,-14
O=C(CSc1nnc(-c2cccc(Br)c2)o1)N1CCOCC1,4,-8,8.0%,-1%,-2,2,7%,-2%,-6

# Some of the entries so far, tab-delimited.
SMILES	D1 agonist	D1 antag	RXFP1 ag	Vif-APOBEC3G blk	D1 PAM	D2 potentiator	Vif-A3F inh	GRP78 ERSR act	RXFP1 antagonist
Cc1cc(C)cc(NC(=O)COc2coc(CN3CCN(c4ccccc4)CC3)cc2=O)c1	0	1	0.0%	-3%	-2	-7	3%	-4%	-2
O=C(CSc1nnc(-c2cccc(Br)c2)o1)N1CCOCC1	4	-8	8.0%	-1%	-2	2	7%	-2%	-6

# (more compounds)
SMILES,D1 agonist,D1 antag,RXFP1 ag,Vif-APOBEC3G blk,D1 PAM,D2 potentiator,Vif-A3F inh,GRP78 ERSR act,RXFP1 antagonist
COc1cccc(N2CCN(C(=O)c3cc4cc5cc(C)ccc5nc4s3)CC2)c1,1,-16,2.7%,0%,-2,7,2%,-1%,0
Cc1ccc(-n2cc3c(c2-c2ccccc2Br)c(=O)n(C)c(=O)n3C)cc1N,0,-25,4.7%,-7%,0,7,0%,0%,-5
Cc1cc2c(sc3ccccc32)c(C)n1,1,0,3.7%,0%,1,9,3%,-1%,-4
COc1ccccc1Nc1c2c(nc3ccc(NC(=O)/C=C/c4cc(OC)c(OC)c(OC)c4)cc13)CCCC2,0,3,0.5%,-25%,1,-4,4%,-11%,6
O=C(N/N=C/c1ccc([N+](=O)[O-])cc1)c1ccccc1OCc1ccccc1,0,3,17%,0%,7,5,0%,-2%,-12
O=C1C=CC(=O)N1c1ccccc1N1C(=O)C=CC1=O,·,·,·,-14%,·,·,12%,-14%,?
CC(C)OCCCNC(=O)C1CCN(S(=O)(=O)c2ccc3nc4c(c(C(=O)O)c3c2)CCCCC4)CC1,0,13,5.5%,-4%,-9,7,1%,-5%,16
O=S(=O)(c1cccs1)N1CN(Cc2cccs2)c2nc3ccccc3nc21,3,10,0.9%,-12%,-1,-3,4%,4%,-15
CCCCCn1c(CNC(=O)CCC)nc2ccccc21,4,-25,0.5%,-1%,-8,-13,-10%,-5%,6
COc1ccc(CCNC(=S)NNC(=O)c2c(Br)c(C)nn2C)cc1OC,2,-5,-0.3%,-2%,-1,1,-6%,2%,-17
CCOC(=O)N1CCC(NC(=O)C2CCN(Cc3nc(-c4ccc(CC)cc4)oc3C)CC2)CC1,·,·,·,-1%,·,·,0%,-3%,-3
C=CCc1cccc(/C=N/c2ncccc2O)c1O,2,1,-0.4%,1%,0,-6,-2%,-1%,9
Cc1cccc(C)c1NC(=O)CN(C)CC(=O)Nc1cc(Cl)ccc1C#N,6,-4,-0.4%,3%,7,0,-8%,-2%,-6
COc1ccc2c(c1OC)C(=O)OC2C/C(=N\NC(N)=O)c1ccccc1 (configuration not stated),3,13,0.1%,0%,-1,0,2%,-2%,-3
CCOC(=O)Cn1c(=O)oc2cc(S(=O)(=O)Nc3cc(OCC)ccc3OCC)ccc21,2,-27,-2.4%,0%,-5,6,-5%,4%,0
CN1CCN(c2nc3ccccn3c(=O)c2C=C(C#N)C#N)CC1,2,-8,?,-4%,-4,-1,-17%,8%,-4
COc1cc2c(=O)n(C)c3ccccc3c2cc1OC,·,·,·,4%,·,·,0%,-2%,15
CCC(C(=O)NCc1cccc(Br)c1)n1nc(C)c2c(C)n(-c3ccccc3)nc2c1=O (configuration not stated),2,8,3.2%,-6%,4,-5,3%,-1%,-11
CC(C)c1cc(-c2nc(-c3ccc(Br)cc3)no2)n[nH]1,5,-15,2.2%,1%,-5,4,0%,-1%,-24
CCOc1ccc(N(CC(=O)Nc2ccc(C)cc2)S(C)(=O)=O)cc1,1,-7,0.1%,-10%,-6,·,2%,10%,-11
O=C(NCc1ccco1)C(=O)c1cn(CC(=O)N2CCCCCC2)c2ccccc12,-3,-16,1.4%,-2%,-2,2,6%,-2%,-2
Cc1ccc(OCC(=O)NCC(=O)Nc2ccc(F)cc2)c([N+](=O)[O-])n1,2,3,1.6%,-1%,1,0,0%,-7%,5
Cc1ccc(-c2nc(CS(=O)CC(=O)NCCN3CCCCCC3)c(C)o2)cc1 (configuration not stated),-1,5,1.3%,3%,-5,-2,5%,-2%,-3
c1ccc(-c2nc3ccccc3nc2N2CCOCC2)cc1,3,-8,-0.5%,-1%,-1,-17,-17%,-3%,-14
CCOC(OCC)P(=O)(C(C)C)C(C)C,4,-18,-0.1%,-1%,3,-1,8%,-2%,-13
COc1ccc(CNC(=O)C(OC(=O)c2nsc(Cl)c2Cl)C(C)C)cc1 (configuration not stated),0,-18,0.1%,2%,6,2,0%,-2%,-2
C=CCN1C(=O)c2ccc(C(=O)N3CCC(C(=O)OCC)CC3)cc2C1=O,2,1,2.7%,1%,2,0,-8%,-2%,1
N=C1C(=O)OCC1c1ccccc1NC(=O)CN1CCOCC1 (configuration not stated),1,2,2.1%,-5%,-3,-3,0%,-6%,-7
COc1ccc(/C=N/Nc2ccccn2)cc1O,3,9,-4.9%,1%,-9,·,0%,0%,7

# Assay outcomes from PubChem.
